AddAB inh: less growth of phage-infected E. coli with AddAB | inhibition, % at 11.9 µM | E. coli expressing H. pylori AddAB, absorbance growth | actives 0.29% (n = 330,000); in the data active = inhibition above about 12%;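 also: 0% = vehicle wells of infected cells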
PKA-R2B activ: activators of human PKA-R2B complex | actives 0.079% (n = 340,000) | P22694+P31323 | activation, % at 11.4 µM | PKA-R2B holoenzyme dissociation, Cy5-IP20 fluorescence polarization; R2B truncated from residue 108, S112A mutant; 0% DMSO only, 100% 113 µM cGMP;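 active = activation above a cutoff set at the mean over all compounds plus 3 SD, cut at about 18% in these data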;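 also: higher means more holoenzyme dissociation and a rise in polarization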
SUMO Mot1 rescue: inhibitors of SUMOylation pathway: yeast Mot1-301 growth rescue; S. cerevisiae Mot1-301 growth rescue, ATP luminescence, 38.5C; percent above DMSO median, 100 means doubled; growth rescue, % at 18.8 µM; actives 1% (n = 320,000);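 active = every valid replicate shows activation above 250% relative to neutral control wells; inactive = the rest, any valid replicate at or below 250%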;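 also: OY570 slx delta 5 strain wells were the positive control but not used for scaling; some compounds called inactive have numbers as strong as hits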
phage Ecoli inh: E. coli growth loss with phage present; AID 651602; actives 0.26% (n = 360,000); growth absorbance; inhibition, % at 11.9 µM; in the data active = inhibition above about 11%
PKA-R1A act: activators of PKA-R1A complex | P00514+P68181 | PKA-R1A dissociation, Cy5-IP20 fluorescence polarization; scaled: DMSO 0%, 113 µM cGMP 100% | activation, % at 11.4 µM | actives 0.083% (n = 340,000) | AID 504707;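 active = percent activation above the mean of all tested compounds plus 3 SD, cut at about 19% in these data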;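 also: higher means more PKAc released from R1A so a rise in polarization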
HTR5A inv ag: counter-screen for OPRM1-OPRD1 inverse agonists: human HTR5A inverse agonism. actives 0.083% (n = 340,000). HTR5A cell line, luminescence. P47898. inhibition, % at 9.3 µM; in the data active = inhibition mostly above about 23%, no sharp cut-off; inactive = mostly below about 18%;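 also: 0% = cells with DMSO and 100% = no-cell wells with DMSO; some compounds called inactive have numbers as strong as hits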
Tat export inh: E. coli Tat transport inhibition; E. coli MC4100 TorA-mCherry Tat export, fluorescence; actives 0.036% (n = 340,000); inhibition, % at 10 µM; AID 488895;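 active = mean replicate inhibition at least 50% and at least half of replicates individually reaching 50%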;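 also: exported cargo escapes ClpAP degradation while cytoplasmic cargo is degraded and loses fluorescence; 0% = median of neutral control wells and 100% = median of NaSCN control wells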
OPRM1-OPRD1 ag: OPRM1-OPRD1 heterodimerization agonism; P35372+P41143; cells, luminescence; activation, % at 9.3 µM; actives 0.3% (n = 340,000); AID 504326; in the data active = activation above about 18%;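 also: 0% = vehicle-treated cells and 100% = reference agonist; values of inactives mirror those of a sister screen read the other way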
Target sequence (P35372 whole entry, looked up): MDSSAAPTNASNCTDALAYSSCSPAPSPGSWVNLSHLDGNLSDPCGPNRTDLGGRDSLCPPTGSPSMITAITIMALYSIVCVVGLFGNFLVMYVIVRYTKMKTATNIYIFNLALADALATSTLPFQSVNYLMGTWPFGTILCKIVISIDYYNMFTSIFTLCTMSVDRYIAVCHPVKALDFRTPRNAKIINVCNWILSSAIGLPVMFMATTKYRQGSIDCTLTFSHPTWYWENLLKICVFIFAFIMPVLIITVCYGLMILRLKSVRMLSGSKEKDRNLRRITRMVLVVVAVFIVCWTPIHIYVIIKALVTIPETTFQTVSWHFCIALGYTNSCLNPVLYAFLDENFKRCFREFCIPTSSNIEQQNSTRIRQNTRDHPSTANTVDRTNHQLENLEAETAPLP
Target sequence (P41143 whole entry, looked up): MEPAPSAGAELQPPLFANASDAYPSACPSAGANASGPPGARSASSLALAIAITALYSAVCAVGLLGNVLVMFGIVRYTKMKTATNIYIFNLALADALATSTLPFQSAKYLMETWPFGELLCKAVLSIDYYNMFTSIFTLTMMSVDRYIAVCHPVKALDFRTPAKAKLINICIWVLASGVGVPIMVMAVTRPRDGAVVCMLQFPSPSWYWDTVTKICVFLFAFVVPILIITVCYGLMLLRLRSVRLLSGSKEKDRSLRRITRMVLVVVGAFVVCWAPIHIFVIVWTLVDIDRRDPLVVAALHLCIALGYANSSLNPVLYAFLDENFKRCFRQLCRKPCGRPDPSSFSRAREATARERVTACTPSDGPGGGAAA
OPRM1-OPRD1 inv: inverse agonist of human OPRM1-OPRD1 heterodimerization. AID 504357. actives 0.21% (n = 340,000). P35372+P41143. inhibition, % at 9.3 µM. cell-based MOR-DOR heterodimer luminescence, inverse agonism; in the data active = inhibition above about 22%, passing the limit was not always enough;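 also: 0% = cells with DMSO and 100% = wells without cells with DMSO; values of inactives mirror those of a sister screen read the other way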
Ecoli viability: counter-screen for AddAB inhibitors: E. coli growth inhibition. E. coli V3065 growth, OD600 absorbance, 18 h. inhibition, % at 11.9 µM. actives 0.27% (n = 330,000);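 active = inhibition above the campaign's mean inhibition across all tested compounds plus 3 SD, cut at about 9.9% in these data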;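 also: uninfected addAB+ strain grown without phage in ampicillin broth; 0% = DMSO wells and 100% = ciprofloxacin 0.95 µg/ml wells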
PfHsp90 yeast 2: growth inhibition of yeast expressing Plasmodium Hsp90; S. cerevisiae expressing PfHsp90, BacTiter-Glo ATP, 48 h; yeast lacking PDR1 and PDR3 efflux regulators; inhibition, % at 9.4 µM; actives 0.32% (n = 310,000);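 active = every replicate shows inhibition above about 80%, whatever the replicate mean, limit read from the data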;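 also: 0% = DMSO neutral controls and 100% = 20 µM radicicol positive controls; yeast relying on Plasmodium falciparum Hsp90 in place of its own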
* = called active by the depositor; i = inactive; . = not tested or not shown. Compounds were not picked by outcome. Share with any hit: about 2.2%.

SMILES	AddAB inh	PKA-R2B activ	SUMO Mot1 rescue	phage Ecoli inh	PKA-R1A act	HTR5A inv ag	Tat export inh	OPRM1-OPRD1 ag	OPRM1-OPRD1 inv	Ecoli viability	PfHsp90 yeast 2
C[C@@H]1CN([C@@H](C)CO)C(=O)Cc2cc(NS(=O)(=O)c3ccccc3)ccc2O[C@H]1CN(C)S(C)(=O)=O	3.6	8.2	2.2	2.0	-4.4	21.7	0.7	-2.3	13.2	1.5	20.2
N#CC1=C(N)OC2=C(C(=O)CCC2)C1c1ccncc1 (stereo unspecified)	0.6	-0.1	10.6	-0.7	1.4	7.2	7.1	-3.8	15.9	-0.9	-4.1
CCc1nnc(NC(=O)C2Cc3ccccc3C(=O)O2)s1 (stereo unspecified)	-1.1	3.6	-16.2	4.2	-2.4	-3.9	-2.6	0.1	-0.6	-0.5	34.5
CCCn1c(SCC(=O)Nc2cccc(NC(C)=O)c2)nnc1C(C)C	0.2	-3.9	0.9	0.4	-1.2	-17.4	-0.9	-1.5	8.7	-0.9	-15.2
COc1cc(OC)c(-c2nn3c(-c4ccco4)nnc3s2)cc1OC	.	2.6	.	2.5	0.2	-1.2	-5.6	-1.7	8.6	.	17.6
CC1=NN(C(=O)c2cc(C)nn2C)C(O)(C(F)(F)F)C1 (stereo unspecified)	4.0	-6.9	10.2	2.1	-4.4	1.9	0.7	-0.8	4.8	1.0	4.5
Cc1cc(C)cc(NCc2cc(=O)oc3cc(C)c(O)cc23)c1	0.2	-3.9	-13.4	0.9	-25.0	-11.5	1.6	-0.6	3.0	0.1	25.6
Cc1nnc(-c2cnn(C)c2N)n1Cc1ccccc1	2.6	-14.4	129.2	-0.8	4.2	-14.2	-6.0	-2.0	11.3	-0.6	-27.2
COc1ccc(Br)cc1C1N2CC3(C)CN1CC(C)(C2)C3=O (stereo unspecified)	2.1	-10.9	8.0	6.0	-10.1	10.0	-0.6	-1.7	10.8	1.2	35.9
Cn1c2ccccc2c2cnn(CC(=O)Nc3ccccc3Br)c(=O)c21	-0.7	-0.9	8.4	-0.5	-9.5	-7.5	-0.6	-3.3	16.8	-2.0	10.0
COCCCNC(=S)N1CCCN(c2nc3cc(C)c(C)cc3cc2C#N)CC1	1.9	6.8	224.4	1.3	-10.8	4.0	11.4	-2.1	10.9	0.2	0.1
O=[N+]([O-])c1ccc(N/N=C/c2ccccc2O)cc1	1.8	2.0	60.2	3.3	3.8	-8.2	-2.6	1.8	-9.9	1.7	27.9
O=[N+]([O-])c1ccc(Nc2nc(N/N=C/c3cccc(F)c3)nc(N3CCCC3)n2)cc1	-4.3	7.8	-8.1	0.4	-5.7	-10.7	-2.6	-0.7	3.9	-2.6	-33.7
CCSc1nc2c(c(=O)[nH]1)C(c1ccncc1)C(C(=O)OC(C)C)=C(C)N2 (stereo unspecified)	-0.3	-3.0	0.7	4.0	-6.4	9.1	-4.0	-2.9	16.9	0.8	.
Cc1cc(C(=O)NCc2cccnc2)cs1	0.5	6.2	-7.7	.	-3.8	7.5	-1.0	-1.7	9.0	-2.7	-6.2
COC(=O)c1ccc(CN2C(=O)C(C)N(C(=O)c3c(F)cccc3F)c3ccccc32)cc1 (stereo unspecified)	1.9	-2.1	43.1	-3.3	-7.5	8.1	2.4	-4.3	19.1	1.6	-10.1
O=C(NCCCN1CCCC1=O)c1cc(NS(=O)(=O)c2ccc(F)cc2)cc(NS(=O)(=O)c2ccc(F)cc2)c1	2.8	-3.8	-22.0	0.9	-11.1	-5.0	-0.1	-1.6	7.9	0.6	10.2
CCc1ccc(NC(=O)c2cc(-c3cccs3)on2)cc1	-0.8	-9.5	-3.1	0.5	-6.8	2.7	0.7	-1.1	5.4	-0.8	63.4
OCCC1CN(Cc2cccn2-c2cccnc2)CCN1Cc1ccccc1 (stereo unspecified)	0.3	9.4	464.7	2.8	-4.6	-11.6	-2.2	2.3	-11.7	-0.8	1.1
CCCn1nc2cc(C(=O)NCc3ccccc3OC)ccc2c1OCC	1.4	-4.4	3.1	5.1	-1.7	7.8	0.8	-4.6	21.0	-0.1	-4.0
CCC(=O)Nc1cccc(-c2ccc(N3CCCCC3)nn2)c1	4.2	-4.5	-30.6	3.8	8.0	-33.8	-6.5	-0.1	0.8	5.4	23.5
COC(=O)c1ccc2c(=O)[nH]c(COC(=O)c3[nH]c(C)c(C(C)=O)c3C)nc2c1	0.1	-1.2	-6.5	1.5	-3.6	-6.8	1.2	0.4	-2.1	0.3	-1.1
Cn1c(SCC(=O)Nc2nncs2)nnc1C1CC1	1.2	5.4	-9.3	1.4	6.0	5.2	-0.4	-1.5	10.1	0.0	4.5
O=C(COC(=O)COc1ccc(Cl)cc1Cl)NC1CCCC1	.	-0.8	.	2.6	-11.0	-3.7	-1.2	-0.6	4.0	.	.
Cc1cc(C)cc(C(=O)NCC(=O)OCC(=O)N2CCCCC2)c1	2.4	9.1	-18.8	3.8	-6.4	7.0	2.6	2.1	-10.9	0.0	2.6
CN1C(=O)S/C(=C/c2cccn2-c2cccc(C(=O)O)c2)C1=O	0.3	-2.8	26.5	2.4	8.8	-18.0	-1.7	-3.1	15.3	-0.4	3.3
O=C(CSC1=NC(=O)C(c2ccccc2)C(=O)N1)Nc1cccc(Cl)c1 (stereo unspecified)	4.3	-3.0	-18.8	1.7	-10.4	-1.1	-11.7	-0.9	5.3	0.4	9.9
Cc1[nH]nc(C(F)(F)F)c1CCC(=O)NC1CCCCCC1	0.7	-15.8	7.2	2.8	-4.6	6.0	2.3	-0.5	1.9	1.3	9.4
COc1ccc(OCCCC(=O)OCC(=O)N2CCN(S(=O)(=O)c3ccc(C)cc3C)CC2)cc1	.	4.8	.	-0.6	0.1	-3.4	-4.6	0.2	-0.8	.	15.7
O=C(COc1ncnc2ccccc12)N1CCN(c2ccccc2)CC1	2.4	7.5	-12.8	3.7	-0.4	-8.1	-0.7	-0.8	4.4	-1.5	-4.4
Cn1c(SCc2nc3ccccc3c(=O)[nH]2)nc2ccccc21	-1.8	3.3	-21.5	0.1	-4.4	5.0	5.9	-3.8	19.6	-3.9	-24.5
CN(C)S(=O)(=O)CC12CCC(CC1=O)C2(C)C (stereo unspecified)	2.4	5.6	437.8	1.3	-7.6	13.7	-4.0	-1.8	8.0	-0.5	14.6
COC(=O)c1ccc(NC(=O)CSc2nnc(C)n2CC2CCCO2)cc1 (stereo unspecified)	1.0	1.4	8.6	0.6	-7.9	-13.3	-6.0	-1.0	7.0	0.2	10.0
Cc1cc(C(=O)Nc2cccnc2Cl)on1	1.9	1.0	1.6	0.1	-12.8	-1.8	-3.2	-1.1	6.7	-2.0	.
CCOc1ccc(S(=O)(=O)/N=C(/Nc2ccc(S(N)(=O)=O)cc2)c2ccccc2)cc1	2.2	-3.5	9.0	1.7	-9.6	7.8	6.1	-2.4	8.8	1.1	-22.8
C/C(=N/O)c1cc(C(C)(C)C)c(O)c(C(C)(C)C)c1	-0.1	-0.2	i	4.0	1.4	-8.0	-1.8	-0.9	4.5	0.6	-22.9
CCOc1ccc(C(=O)OC2CCCN(C)C2)cc1 (stereo unspecified)	0.7	0.2	5.6	2.4	-3.4	-1.5	3.7	-1.1	5.6	2.2	15.6
CCC1CCc2c(sc3ncnc(N4CCOCC4)c23)C1 (stereo unspecified)	4.2	4.8	i	0.2	2.3	-1.1	1.0	1.0	-4.2	-1.4	-38.0
COc1ccc2[nH]c3c(c2c1)CCN1C(=O)C(CC(=O)NCCCn2ccnc2)C[C@H](C(=O)N2CCCCC2)[C@@]31CCc1ccccc1 (stereo partly specified)	-2.2	-6.3	.	0.2	-2.2	4.8	6.1	-3.9	19.1	-3.4	23.0
Cc1onc(-c2ccccc2Cl)c1C(=O)Nc1cccc(S(=O)(=O)N2CCOCC2)c1	0.0	0.5	-17.0	3.2	-4.1	-2.3	2.0	-3.2	12.6	2.1	7.8
Cc1csc(NC(=O)c2ccc(Cl)cc2[N+](=O)[O-])n1	-0.9	12.4	-7.8	4.8	1.7	10.1	-6.6	4.0	-20.1	-1.6	3.0
CCN1CCN(c2ccc(S(=O)(=O)N3CCCCC3)cc2NC(=O)c2ccc(OC(F)F)cc2)CC1	-0.5	-5.7	-14.1	5.2	-6.8	19.1	-6.5	0.1	-0.5	0.0	-1.6
O=C1CCC/C(=N/NC(=O)c2sc3ccccc3c2Cl)C1	-0.8	-7.8	-12.5	4.8	0.1	23.4	-12.2	-2.4	12.2	-1.3	5.2
O=C(NN1C(=O)C2C3C=CC(C3)C2C1=O)c1cccc(Cl)c1 (stereo unspecified)	1.6	-4.3	67.2	2.9	1.0	-15.9	-8.9	0.0	0.2	-0.8	11.2
Cc1ccc(S(=O)(=O)NCCC2=CCCCC2)cc1C(N)=O	-1.1	8.5	0.1	0.9	2.8	15.1	-4.2	-0.5	2.2	-3.2	7.8
COc1ccc(CCC(=O)N2CCN(C(=O)c3ccccc3)CC2)cc1	2.9	1.4	-14.2	0.3	-3.7	9.9	-8.1	-1.2	5.5	-1.2	15.0
Cc1cc(=O)n(CC(C)C)c(O)c1C#N	1.1	-22.2	-9.8	1.1	-5.8	-1.1	0.2	0.2	-0.7	-0.9	6.0
O=C(Cn1cc2c(n1)CCCC2)Nc1cc(-c2cccc(Cl)c2)no1	2.5	-6.0	85.6	0.9	11.7	-6.3	2.5	2.1	-10.8	-3.3	.
O=C(CSc1ccccc1)NCCc1ccc(F)cc1	0.7	-6.7	-27.1	3.7	-15.6	-15.1	-2.1	-2.7	13.0	-1.2	3.6
COc1ccccc1CN1CCNC(=O)C1CC(=O)NCCCN1CCCC1=O (stereo unspecified)	4.1	-7.7	-1.6	2.7	-9.5	-3.7	1.4	-2.6	13.3	-1.3	1.0
COCCCNC(=O)c1c(N)n(-c2cccc(S(N)(=O)=O)c2)c2nc3ccccc3nc12	-0.3	-9.4	-5.1	3.6	-10.7	-4.7	4.0	-1.7	9.8	0.2	9.2
CCc1nn(C(CC)C(=O)NCc2cccc(OC)c2)c(=O)c2cc3occc3n12 (stereo unspecified)	-1.0	6.4	-4.0	0.5	2.4	-10.7	3.4	-1.8	9.1	0.7	-8.2
CCOc1ccc(OCC)c(NC(=O)c2[nH]c(C)c(C(C)=O)c2C)c1	1.7	3.4	0.8	3.1	1.2	-0.8	-10.5	1.2	-6.3	0.2	-8.7

Random excerpt: 2 records from the list, in no set order.
SMILES	AddAB inh	PKA-R2B activ	SUMO Mot1 rescue	phage Ecoli inh	PKA-R1A act	HTR5A inv ag	Tat export inh	OPRM1-OPRD1 ag	OPRM1-OPRD1 inv	Ecoli viability	PfHsp90 yeast 2
CCOc1ccc(C(=O)OC2CCCN(C)C2)cc1 (stereo unspecified)	0.7	0.2	5.6	2.4	-3.4	-1.5	3.7	-1.1	5.6	2.2	15.6
Cn1c(SCC(=O)Nc2nncs2)nnc1C1CC1	1.2	5.4	-9.3	1.4	6.0	5.2	-0.4	-1.5	10.1	0.0	4.5

Screening results deposited in PubChem by several laboratories.
